TSHR antag – human thyrotropin receptor antagonism; activity change, negative = inhibition, % at 11.5 µM; AID 504810; TSHR-expressing cells, TSH-stimulated cAMP HTRF, 2 h; hits give low values; 0.2% of 330,000 active;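 active means activity change below a set negative limit, meaning inhibition stronger than a set level, cut at about -70% in these data; inconclusive means activity change between two set negative limits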; further: on the % scale 0 is the no-effect control and ±100 the full control effect
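Inhibition of cAMP made by TSHR-expressing cells under TSH stimulation (4nM final, EC80; 2 h, 37 deg C) is quantified with a one-step lysis HTRF kit, anti-cAMP cryptate versus cAMP-d2.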
USP2a inh – USP2a (human) protease inhibition; O75604; USP2 core, Ub-CHOP2 coupled fluorogenic reporter, 485/531; Potency, µM (series often up to 38.3 µM), without a hit: top-dose activity change, negative = inhibition, most hits filed as inhibitors; 0.01% of 330,000 active; AID 463254;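 further: potency means the concentration at half of the fitted maximal effect; plate controls were DMSO wells for no effect and full inhibition by NEM control for full effect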
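Cell-free coupled assay: 10nM USP2 core preincubated 30min RT with compound in Tris-HCl pH 8.0/CaCl2/CHAPS buffer, then 25nM Ub-CHOP2 and 25nM reporter substrate; fluorescence (Ex 485/Em 531) read after 60min RT, normalized to NEM inhibition, concentration-response curves fitted.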
MBNL1 CUG block – blocks human MBNL1 binding to CUG repeat RNA; TR-FRET MBNL1-His/biotin-(CUG)12 binding, 665/545 ratio; Potency, µM (titrated, usually from 57.5 µM), for inactives: at the highest dose activity change, negative = inhibition, actives largely listed as inhibitors; 0.036% of 280,000 active; AID 2675; active means well fitted inhibition curve with a large enough effect in the signal ratio, with a control signal flat, not every such curve was filed as active; inconclusive means small, poorly fitted or top-dose-only effect, or effect the other way, or a change in a side signal; inactive means no such curve, though single readings can be large or run the other way; the % refers to the signal ratio; further: potency means the concentration at half of the fitted maximal effect; on the % scale 0 is the no-effect control and ±100 the full control effect
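Inhibition of protein-RNA binding appears as loss of TR-FRET between terbium anti-His antibody on MBNL1-His and streptavidin-XL665 on biotin-(CUG)12. Activity is normalized to buffer-only and uninhibited-complex controls.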
GALK inhibitor – blocks human galactokinase activity | P51570 | Purified GALK, Kinase-Glo residual ATP luminescence | Potency, µM (doses to about 57.5 µM), inactives show at the top dose activity change, negative = inhibition, usual class: inhibitors | 0.007% of 270,000 active; further: potency means the concentration at half of the fitted maximal effect; on the % scale 0 is the no-effect control and ±100 the full control effect
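Human GALK (5 nM) with 35 uM ATP and 100 uM galactose in 20 mM HEPES pH 8.0, 5 mM MgCl2, 60 mM NaCl, 1 mM DTT, 0.01% BSA. After 1 h at room temperature, leftover ATP was read by Kinase-Glo Plus luminescence.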
BCR signal inh – chronic active BCR signaling inhibition. 0.05% of 340,000 active. ABC-DLBCL IkBa-CBG/CBR reporter, luminescence ratio, 4 h. Potency, µM (series often up to 46.1 µM), for inactives: at the highest dose ratio change, negative = lower green/red ratio, actives largely listed as inhibitors. AID 493014; active means well fitted inhibition curve with a large enough effect in the signal ratio, with a control signal flat, not every such curve was filed as active; inconclusive means small, poorly fitted or top-dose-only effect, or effect the other way, or a change in a side signal; the % refers to the signal ratio;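 further: potency means the concentration at half of the fitted maximal effect; plate controls were basal doxycycline-induced cells for no effect and cells given 10 µM MG132 for full effect; MG132 reads +100%, hits lower the ratio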
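Compounds up to 46 uM were incubated four hours with TMD8 cells whose green CBG68 luciferase is fused to IkappaBalpha; red CBR luminescence normalised the signal, and concentration-effect curves were fitted to fusion, red and ratio data.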
ASM inhibitor – inhibitors of human secretory acid sphingomyelinase; 0.006% of 340,000 active; Potency, µM (top dose mostly 57.5 µM), without a hit: top-dose activity change, negative = inhibition, usual class: inhibitors; placental ASM, HMU-PC fluorogenic substrate, 60 min; further: potency means the concentration at half of the fitted maximal effect
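qHTS format. ASM enzyme prepared from human placenta hydrolyses the fluorogenic substrate HMU-PC0 (9 uM final) over 60 min at 37 °C after a 10 min compound preincubation.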
Menin MLL FP TR – displaces Texas Red mutant MLL peptide from human menin; AID 1768; Potency, µM (highest dose often 61.6 µM), for the others: top-dose FP activity change, negative = inhibition, most hits filed as inhibitors; Menin + Texas Red MLL mutant peptide, fluorescence polarization; 0.23% of 270,000 active; active means well fitted inhibition curve with a large enough effect in the polarisation, with a control signal flat, not every such curve was filed as active; inconclusive means small, poorly fitted or top-dose-only effect, or effect the other way, or a change in a side signal; inactive means no such curve, though single readings can be large or run the other way; the % refers to the polarisation; further: potency means the concentration at half of the fitted maximal effect; % of control where 0% means no effect; many of its hits are not listed in these tables
Mito fusion yeast – mitochondrial division inhibition or fusion activation. S. cerevisiae fusion-defective mutant growth rescue, CellTiterGlo 48 h. Potency, µM (series often up to 46.1 µM), without a hit: top-dose growth rescue (activation), hits mostly activators. 0.23% of 320,000 active. AID 485298;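 further: potency means the concentration at half of the fitted maximal effect; % of control where 0% means no effect; nearly all actives have a fitted effect of over 45% in size; temperature-sensitive fusion mutants such as fzo1-1 at 37 °C on non-fermentable ethanol glycerol medium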
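Read-out: ATP-based luminescence (CellTiterGlo, 10 min ambient) reporting growth of fusion-defective ts yeast after 48 hours at 37C on glycerol/ethanol YPEG medium in the presence of compound.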
KCNH2 WT inh – blocks the wildtype human KCNH2 potassium channel | Q12809 | U2OS, BacMam KCNH2, thallium flux FluxOr; hits give low values | activity change, % at 1.84 µM | 0.37% of 340,000 active;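 active means maximum activity change below -70%; inconclusive means maximum activity change between -70% and -50%; inactive means maximum activity change above -50%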; further: on the % scale 0 is the no-effect control and ±100 the full control effect
Target sequence (Q12809 whole entry, looked up): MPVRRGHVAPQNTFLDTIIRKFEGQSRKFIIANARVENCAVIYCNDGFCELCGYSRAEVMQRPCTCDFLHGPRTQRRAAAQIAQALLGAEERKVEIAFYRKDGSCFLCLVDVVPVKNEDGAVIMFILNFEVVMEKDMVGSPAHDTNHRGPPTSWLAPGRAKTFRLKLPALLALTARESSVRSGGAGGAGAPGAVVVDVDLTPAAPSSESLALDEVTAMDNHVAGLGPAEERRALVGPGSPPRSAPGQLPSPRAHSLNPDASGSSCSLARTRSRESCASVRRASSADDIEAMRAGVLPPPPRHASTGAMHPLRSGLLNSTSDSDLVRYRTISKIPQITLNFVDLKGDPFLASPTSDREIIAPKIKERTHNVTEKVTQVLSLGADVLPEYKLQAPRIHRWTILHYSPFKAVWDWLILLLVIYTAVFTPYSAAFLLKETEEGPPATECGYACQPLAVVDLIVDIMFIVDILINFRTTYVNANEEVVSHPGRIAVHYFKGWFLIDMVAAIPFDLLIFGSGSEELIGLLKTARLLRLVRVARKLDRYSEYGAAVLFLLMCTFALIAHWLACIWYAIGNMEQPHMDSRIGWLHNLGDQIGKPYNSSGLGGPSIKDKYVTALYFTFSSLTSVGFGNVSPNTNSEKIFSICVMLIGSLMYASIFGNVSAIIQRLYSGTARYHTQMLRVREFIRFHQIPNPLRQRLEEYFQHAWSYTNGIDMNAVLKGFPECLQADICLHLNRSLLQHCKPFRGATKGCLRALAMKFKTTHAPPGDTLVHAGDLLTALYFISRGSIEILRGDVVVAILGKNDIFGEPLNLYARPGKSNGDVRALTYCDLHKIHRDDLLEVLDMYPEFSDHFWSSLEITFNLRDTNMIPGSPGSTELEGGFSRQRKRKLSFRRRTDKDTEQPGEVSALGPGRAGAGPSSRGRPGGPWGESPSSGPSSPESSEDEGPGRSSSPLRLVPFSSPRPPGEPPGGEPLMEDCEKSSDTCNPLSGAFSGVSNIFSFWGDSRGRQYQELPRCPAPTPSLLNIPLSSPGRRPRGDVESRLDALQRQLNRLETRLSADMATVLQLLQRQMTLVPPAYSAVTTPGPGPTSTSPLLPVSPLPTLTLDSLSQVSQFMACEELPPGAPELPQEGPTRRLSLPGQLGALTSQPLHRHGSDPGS
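U2OS cells transduced with wild-type KCNH2 virus are loaded with FluxOr dye for 45 min, and thallium flux is measured in kinetic reads before and after stimulation buffer. Rate constants are normalized to DMSO controls.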
PKM2 activator – increases activity of human pyruvate kinase M2; P14618; purified PKM2, Kinase-Glo ATP luminescence, activation; response scale: 0% is enzyme alone, no compound; Potency, µM (highest dose often 57.5 µM), for inactives: at the top dose activation, actives largely listed as activators; 0.34% of 260,000 active; further: potency means the concentration at half of the fitted maximal effect; on the % scale 0 is the no-effect control and ±100 the full control effect; nearly all actives have a fitted effect of over 55% in size
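Kinase-Glo luminescence reports ATP generated from ADP (0.1 mM) and PEP (0.5 mM) by purified hPK-M2 after 1 h at room temperature, pH 7.2 imidazole buffer; intermediate enzyme activity allows detecting inhibitors and activators.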
Eya2 phos inh – Eya2 (human) phosphatase inhibition | 0.006% of 330,000 active | AID 488837 | O00167 | Potency, µM (top dose mostly 76.9 µM), inactives show at the highest dose activity, negative = inhibition, usual class: inhibitors | recombinant Eya2, OMFP fluorescence dephosphorylation (OMFP is methylfluorescein phosphate); further: potency means the concentration at half of the fitted maximal effect; on the % scale 0 is the no-effect control and ±100 the full control effect
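Eya2 protein (added as 0.2 uM solution) was preincubated with compound for 10 min at ambient temperature in 50 mM HEPES pH 7.5, 50 mM NaCl, 5 uM MgCl2, 0.05% BSA, 1 mM DTT. OMFP (added at 50 uM) then reacted 10 min; fluorescence read at 485/525 nm.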
Active calls of the source: *; ? = inconclusive; . = not tested or not shown; [ ] = dose if it differs, or a comment. Unless noted, the call rests on the fitted dose curve; in most records, active means well fitted curve in the direction sought with a large enough effect; inconclusive means small, poorly fitted or top-dose-only effect, or another doubt; inactive means no such curve, though single readings can be large; an effect the other way counts as inactive or inconclusive. These rows are one share of the data; rates above refer to the full screens.

Results follow in this order: TSHR antag	USP2a inh	MBNL1 CUG block	GALK inhibitor	BCR signal inh	ASM inhibitor	Menin MLL FP TR	Mito fusion yeast	KCNH2 WT inh	PKM2 activator	Eya2 phos inh
(1) Cc1nn(-c2ccccc2)c(Cl)c1/C=N/NC(=O)CNc1n[nH]c(=O)[nH]c1=O
  -1	0%	-1%	4%	9%	.	-14%	4%	.	-9%	-11%
(2) C/C(N)=C(/C#N)C(=O)CSc1nc2cc(Cl)ccc2s1
  -14	-2%	5%	-5%	-1%	-11%	?	15%	-17	-5%	-19%
(3) Cc1ccc(CN2CC(C(=O)N3CCN(S(=O)(=O)c4c(F)cccc4F)CC3)CC2=O)cc1 (stereo not drawn)
  2	0%	.	.	-12%	3%	.	-5%	1	.	25%
(4) CSc1nsc(SCC(=O)NCc2ccc(C)cc2)n1
  13	0%	6%	-4%	4%	5%	4%	-2%	-7	-1%	0%
(5) CCOC(=O)c1c(C)[nH]c(C)c1S(=O)(=O)N(C)CC(=O)Nc1cccc(C)n1
  39	2%	-1%	0%	5%	-2%	.	4%	-6	.	3%
(6) CCc1ccc(NC(=O)C(=O)NNC(=O)COc2cccc(OC)c2)cc1
  0	-1%	-5%	2%	-13%	1%	15%	-17%	3	-1%	5%
(7) COc1ccc(CN(CCCN2CCOCC2)C(=O)Nc2ccccc2)cc1OC
  10	4%	-3%	5%	?	6%	1%	-3%	4	2%	4%
(8) COc1ccc(NCC(=O)Nc2cccc(S(=O)(=O)N3CCCC3)c2)cc1Cl
  .	6%	.	.	-8%	-3%	.	.	-2	.	-17%
(9) N/C(=N\OC(=O)c1cccc(Br)c1)c1ccncc1
  -12	5%	-1%	-2%	?	-1%	-3%	-4%	-10	-1%	0%
(10) COc1cc(C2c3c(oc4cc(C)c(C)cc4c3=O)C(=O)N2c2cc(C)ccn2)ccc1O (stereo not drawn)
  -9	1%	3%	0%	3%	0%	-9%	7%	9	-2%	16%
(11) O=C(COC(=O)c1ccc(S(=O)(=O)NCc2ccco2)cc1)c1ccccc1
  -2	5%	-14%	0%	-1%	2%	23%	-8%	-1	3%	-8%
(12) NS(=O)(=O)c1ccc(N/C=C\C(=O)c2ccc(F)cc2)cc1
  -2	0%	?	10%	-2%	179%[activator]	-27%	-1%	-15	9%	6%
(13) COCCCN1C2=C(C(=O)CC(C)(C)C2)C(c2ccc(O)c(OC)c2)C2=C1CC(C)(C)CC2=O
  -2	0%	22%	7%	3%	11%	-13%	-1%	-6	-5%[11.5 µM]	-3%
(14) COCC(=O)N(Cc1cc2ccccc2[nH]c1=O)c1ccccc1OC
  -1	1%	-5%	-7%	-17%	2%	-12%	-3%	0	-1%	5%
(15) COc1ccc(C(=O)c2oc3ccc(OC)cc3c2N)cc1
  4	0%	?	0%	0%	36%[activator]	?	?	-3	-5%	-6%

New compounds follow:
Results follow in this order: TSHR antag	USP2a inh	MBNL1 CUG block	GALK inhibitor	BCR signal inh	ASM inhibitor	Menin MLL FP TR	Mito fusion yeast	KCNH2 WT inh	PKM2 activator	Eya2 phos inh
(16) O=C(CSc1nnc(NC(=O)c2ccccc2)s1)NCC1CCCO1 (stereo not drawn)
  -11	-1%	0%	5%	2%	1%	3%	0%	-6	-13%	-4%
(17) CCOc1ccccc1NC(=S)N1CCC(c2nc3ccccc3o2)CC1
  1	2%	.	0%	-3%	-8%	-14%	1%	-1	-8%	6%
(18) COc1ccc(/C=C/C(=O)NCC(=O)N/N=C(/C)c2ccco2)cc1
  3	1%	?	7%	-9%	1%	1%	-7%	0	-2%[0.46 µM]	0%
(19) COC(=O)c1ccc2c(=O)n(Cc3ccc(C(=O)NC4CCCC4)cc3)c(=S)[nH]c2c1
  -3	5%	12%	-1%	-11%	8%	-1%	-11%	1	5%	-5%
(20) COc1cccc(/C=N/c2oc(-c3ccccc3)cc2C#N)c1O
  8	2%	16%	1%	?	-1%	11%	0%	-2	13%	12%
(21) CCN(C(=O)c1ccc(NC(=O)c2ccco2)cc1)c1ccccc1
  1	-2%	-1%	-1%	11%	-1%	.	1%	4	-9%	-5%
(22) COc1cc(NS(=O)(=O)c2c(C(=O)N3CCOCC3)c(C)n(C)c2C)cc(OC)c1OC
  -7	5%	-4%	-3%	6%	2%	6%	-12%	5	.	8%
(23) CC(C)(C)c1nnc2sc(SCCN3C(=O)c4ccccc4C3=O)nn2c1=O
  10	0%	?	3%	-2%	-1%	-3%	8%	3	12%	7%
(24) COc1ccc(C)cc1NC(=O)CSc1cccc[n+]1[O-]
  .	4%	.	.	4%	1%	.	.	2	.	-12%
(25) CC1(C)CC(=O)C=C(/C=C/c2ccccc2)C1
  -20	0%	.	.	?	0%	.	0%	5	.	6%
(26) CCOC(=O)c1cccnc1SCC(=O)NC(C)CC (stereo not drawn)
  14	-5%	?	-6%	-2%	6%	-11%	-1%	-7	-1%	-5%
(27) FC(F)(F)c1cccc(Cn2nnnc2-c2cccc(C(F)(F)F)c2)c1
  -20	2%	0%	.	13%	-1%	-14%	5%	5	-8%	-14%
(28) C#CCOCCOCCOCCNc1nc(N2CCN(C(=O)[C@H]([C@@H](C)CC)n3cc([C@@H](N)CO)nn3)CC2)nc(N2CCN(C(=O)[C@H](CCCCN)n3cc([C@@H](N)CC(C)C)nn3)CC2)n1
  -2	1%	-13%	-3%	?	6%	1%	-3%	-19	0%	-4%
(29) Cc1ccc(C(=O)NNC(=O)OC(C)(C)C)c(Cl)c1
  25	-1%	2%	-1%	?	0%	.	0%	-6	3%	23%
(30) Cc1occc1-c1nnc(SCC(=O)NCCc2ccccc2)n1C(C)c1ccccc1 (stereo not drawn)
  2	-4%	-2%	4%	1%	0%	0%	-1%	-4	4%	9%
(31) O=C(NCc1ccccc1)N(Cc1nc2ccccc2c(=O)[nH]1)C1CCCC1
  1	0%	-1%	1%	0%	5%	-3%[11.7 µM]	2%	-10	4%	0%
(32) COc1ccc(/C=N/NC(=O)CC(=O)NCc2cccnc2)c(OC)c1
  -3	2%	-6%	-1%	?	2%	3%	-19%	1	21%	-2%

7 neighbouring entries from above, quoted:
Results follow in this order: TSHR antag	USP2a inh	MBNL1 CUG block	GALK inhibitor	BCR signal inh	ASM inhibitor	Menin MLL FP TR	Mito fusion yeast	KCNH2 WT inh	PKM2 activator	Eya2 phos inh
(22) COc1cc(NS(=O)(=O)c2c(C(=O)N3CCOCC3)c(C)n(C)c2C)cc(OC)c1OC
  -7	5%	-4%	-3%	6%	2%	6%	-12%	5	.	8%
(23) CC(C)(C)c1nnc2sc(SCCN3C(=O)c4ccccc4C3=O)nn2c1=O
  10	0%	?	3%	-2%	-1%	-3%	8%	3	12%	7%
(24) COc1ccc(C)cc1NC(=O)CSc1cccc[n+]1[O-]
  .	4%	.	.	4%	1%	.	.	2	.	-12%
(25) CC1(C)CC(=O)C=C(/C=C/c2ccccc2)C1
  -20	0%	.	.	?	0%	.	0%	5	.	6%
(26) CCOC(=O)c1cccnc1SCC(=O)NC(C)CC (stereo not drawn)
  14	-5%	?	-6%	-2%	6%	-11%	-1%	-7	-1%	-5%
(27) FC(F)(F)c1cccc(Cn2nnnc2-c2cccc(C(F)(F)F)c2)c1
  -20	2%	0%	.	13%	-1%	-14%	5%	5	-8%	-14%
(28) C#CCOCCOCCOCCNc1nc(N2CCN(C(=O)[C@H]([C@@H](C)CC)n3cc([C@@H](N)CO)nn3)CC2)nc(N2CCN(C(=O)[C@H](CCCCN)n3cc([C@@H](N)CC(C)C)nn3)CC2)n1
  -2	1%	-13%	-3%	?	6%	1%	-3%	-19	0%	-4%

Screen by screen, quoted from above:
PKM2 activator, compounds 25 to 32 → ., -1%, -8%, 0%, 3%, 4%, 4%, 21%
TSHR antag, compounds 25 to 32 → -20, 14, -20, -2, 25, 2, 1, -3

Source: PubChem (National Center for Advancing Translational Sciences (NCATS))
